GPR55 beta-arrestin – GPR55 agonists via beta-arrestin recruitment, primary screen, imaging, U2OS cells, beta-arrestin-GFP redistribution (AID 1961) | U2OS GPR55 beta-arrestin-GFP redistribution imaging; higher % means a stronger effect | activation, % at 10 µM; hits with a dose series show EC50 in µM | 0.048% of 290,000 active;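 active means activation above 40% with more than 50 cells counted in the well; inconclusive means wells holding fewer than 50 cells, flagged as toxic or sparse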;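 further: U2OS osteosarcoma cells stably expressing GPR55 and beta-arrestin-GFP; plate controls were DMSO negative control for no effect and LPI positive control for full effect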
West Nile virus CPE – West Nile virus antiviral activity, cell-based, CPE readout (AID 1621). 0.02% of 290,000 active. West Nile virus-infected cells, CPE inhibition; higher % means a stronger effect. one-dose CPE inhibition, % at 10 µM; IC50 in µM for titrated hits; in the data active means a potency from the dose series; inconclusive means CPE inhibition mostly from about 3.7% at the one dose, without a potency; inactive means the rest, 99 in 100 with CPE inhibition below about 2.2%; further: strong numbers were not always called active
KOR beta-arrestin-1 – KOR agonists, beta-arrestin recruitment, primary screen, cell-based, luminescence, uHTS (AID 1777); activation, % at 10 µM, or EC50 in µM where a hit was titrated; KOR beta-arrestin recruitment, luminescence; higher % means a stronger effect; 0.02% of 280,000 active; in the data active means activation above about 50%, passing the limit was not always enough; further: a part of the inactive calls stands beside numbers as strong as those of hits
GPR35 antagonists – GPR35 antagonists blocking zaprinast-driven arrestin recruitment, primary screen, imaging, U2OS, beta-arrestin-GFP, zaprinast agonist (AID 2058); U2OS GPR35 beta-arrestin-GFP translocation imaging, zaprinast antagonism; higher % means a stronger effect; inhibition, % at 10 µM, or IC50 in µM where a hit was titrated; 0.052% of 290,000 active;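 active means inhibition of at least 50% with at least 30 cells and total cytoplasm GFP at most 10,000,000; inconclusive means under 30 cells or total GFP of 10,000,000 plus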
T cell HTS – modulators of CD8 T cell-vesicle binding, primary screen, mouse 2C CD8+ T cells, flow cytometry; 2C CD8+ T cell-vesicle binding; active compounds read low; calls only at 7 µM; 0.068% of 330,000 active; AID 2052, 2009;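 active means response, share of CD8 T cells binding vesicles, and their 90th percentile fluorescence all below set limits, cut at about 80% in these data, passing the limit was not always enough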
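Assay system: 2C TCR transgenic mouse naive CD8+ T cells, MACS-purified | Read-out: CD8+ gate FL2 mean fluorescence as % of same-row positive control | Signal: High-throughput flow cytometry with anti-B7-1 and anti-CD8 staining | Timing: Binding step 1.5 h, 37 °C, antibody labelling 20 min, ice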
GPR55 antagonists – GPR55 antagonists blocking LPI-driven arrestin recruitment, primary screen, imaging, U2OS, beta-arrestin-GFP, LPI agonist (AID 2013); G-protein coupled receptor 55 (Homo sapiens); U2OS GPR55 beta-arrestin-GFP translocation imaging, LPI antagonism; higher % means a stronger effect; one-dose inhibition, % at 10 µM; IC50 in µM for titrated hits; 0.13% of 290,000 active;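 active means spots per cell inhibited over 60%, with over 100 cells counted and total cytoplasm intensity under 500,000; inconclusive means wells with under 100 cells, flagged as likely toxic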;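 further: U2OS cells stably carrying GPR55 and arrestin-GFP stimulated by 5 µM LPI near EC80; imaged beta-arrestin-GFP aggregate spots per cell after agonist stimulation; plate controls were LPI-stimulated DMSO wells for no effect and DMSO wells without LPI for full effect; some results filed as inactive read as strong as hits; confirmed hits need IC50 under 10 µM and bright autofluorescent wells are also inconclusive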
KOR beta-arrestin-2 – KOR antagonists, beta-arrestin recruitment, cell-based, luminescence, uHTS (AID 1778); KOR beta-arrestin recruitment, luminescence, antagonist mode; higher % means a stronger effect; inhibition, % at 10 µM; hits with a dose series show IC50 in µM; 0.091% of 290,000 active; in the data active means inhibition above about 50%; further: strong numbers were not always called active
PhoP inhibition – inhibitors of PhoP regulon expression, primary screen, Salmonella Typhimurium, GFP reporter (AID 1863); S. Typhimurium PhoP-regulated promoter GFP reporter, 4 h; higher % means a stronger effect; one-dose inhibition, % at 50 µM; IC50 in µM for titrated hits; 0.16% of 300,000 active;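 active means inhibition over 29.93%, a cutoff 3 SD above the screen mean, later confirmed by dose response; inconclusive means inhibition over 29.93% but no dose response follow-up; inactive means inhibition at most 29.93% or unconfirmed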;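 further: 0% = low Mg2+ inducing control and 100% = high Mg2+ repressing control; strong numbers were not always called active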
NTR1 agonist – agonists of NTR1, primary screen, imaging, U2OS cells, beta-arrestin-GFP, high content (AID 493036); Neurotensin receptor type 1 (Homo sapiens), P30989; NTR1-U2OS beta-arrestin-GFP spot imaging, agonist mode; activation, % at 20 µM; 0.17% of 330,000 active;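 active means activation at or above 40% of the spot to cytoplasm intensity ratio, with at least 20 cells analyzed; inconclusive means wells under 20 cells, flagged as cytotoxic or low count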;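 further: 0% = DMSO without peptide and 100% = 100 nM NTR1 peptide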
Target sequence (P30989 whole entry, looked up): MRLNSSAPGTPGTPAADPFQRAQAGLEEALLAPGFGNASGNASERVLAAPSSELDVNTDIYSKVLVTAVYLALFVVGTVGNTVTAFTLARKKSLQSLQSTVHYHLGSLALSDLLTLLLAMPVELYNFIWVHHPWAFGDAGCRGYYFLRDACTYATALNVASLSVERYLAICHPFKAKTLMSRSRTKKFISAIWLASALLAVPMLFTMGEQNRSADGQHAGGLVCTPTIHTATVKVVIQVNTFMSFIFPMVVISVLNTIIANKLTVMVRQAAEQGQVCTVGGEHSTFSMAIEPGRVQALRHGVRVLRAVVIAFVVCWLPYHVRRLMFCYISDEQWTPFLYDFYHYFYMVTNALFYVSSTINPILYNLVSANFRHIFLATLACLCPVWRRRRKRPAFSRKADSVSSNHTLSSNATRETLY
T cell HTS vesicle-bound % – recorded beside T cell HTS, whose call it bears; double positive events, %; measured here: CD8+ vesicle-bound cell fraction;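 binding gate set so that unloaded-vesicle control wells show 10% double positive cells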
NTR1 agonist cell count 20 µM – second read-out of NTR1 agonist, no call of its own (marks repeat the call); cell count; measured here: cell count, cytotoxicity flag
Active calls of the source: *; i = inactive; ? = inconclusive; / = not tested or not shown; & = joins results of further samples; [ ] = another dose, or the depositor's remark.

SMILES | GPR55 beta-arrestin | West Nile virus CPE | KOR beta-arrestin-1 | GPR35 antagonists | T cell HTS | T cell HTS vesicle-bound % | GPR55 antagonists | KOR beta-arrestin-2 | PhoP inhibition | NTR1 agonist | NTR1 agonist cell count 20 µM
Cc1cccc(C)c1NC(=O)C1CCCN1S(=O)(=O)c1ccc(-c2ccc(=O)[nH]n2)s1 (centres undefined) | -0.2% | -0.2% | 0.8% | 0% | i | 2 | 0% | -15% | -2% | -1.0 | 50
COc1cc(NS(=O)(=O)c2ccccc2)ccc1-n1nc(C)cc1C | 0.2% | -0.6% | -2.5% | -1% | i | 27 | -5% | 25% | 5% | 0.0 | 89
CCOC(=O)CSCC(=O)Nc1nnc(-c2cccc([N+](=O)[O-])c2)s1 | -0.2% | -0.2% | -1.4% | -9% | i | 44 | 4% | -3% | 3% | 3.7 | 104
CCCCOC(=O)Sc1nc2ccccc2o1 | 0.2% | 0.3% | -3.2% | -6% | i | 40 | 0% | 2% | -10% | 2.9 | 85
O=C(CCc1nnc(CCCCc2ccccc2)o1)NC1CCCC1 | -0.1% | 0.4% | / | 10% | i | 65 | 7% | -18%[20 µM] | -7% | 0.9 | 47
Nc1c2c(nc3c1CCC3)CCCC2 | -0.5% | 0.2% | -3.5% | -7% | i | 28 | 3% | 14% | -13%&3% | 0.8 | 65
COc1cc(C(=O)Oc2ccccc2N)cc(OC)c1OC | -0.1% | 0.6% | -3.4% | -3% | i | 55 | -3% | 14% | 6% | 1.6 | 49
COCC(C)n1c(C)cc(C(=O)COC(=O)c2c(C)nn(-c3ccccc3)c2C)c1C (centres undefined) | -0.2% | -0.1% | 3.3% | 16% | i | 40 | 1% | -23% | 14% | 0.1 | 45
c1ccc(COc2ccccc2CNc2nn[nH]n2)cc1 | -0.1% | 0.3% | -1.0% | 2% | i | 52 | 18% | -57%[20 µM] | -14% | 0.3 | 65
Cc1ccc(OCc2cc(C(=O)N(CCO)Cc3cccs3)no2)cc1C | 0.6% | -1.0% | 8.8% | 1% | i | 4 | -8% | -31% | -6% | 6.3 | 39
Cc1ccc(C(=O)NC2CCCCC2)cc1 | 0.2% | -0.1% | 12% | 4% | i | 36 | 1% | 8% | -1% | -0.8 | 63
CC(C)(C)c1ccc(-c2nnc(N)o2)cc1 | 1.1% | -0.7% | -0.3% | 12% | i | 17 | 12% | -5% | -7% | -0.8 | 50
COc1ccc(NC(=O)Nc2cc(C)ccc2OC)cc1 | -0.1% | -0.5% | -4.7% | 18% | i | 33 | -2% | -24% | -7% | -2.0 | 79
COc1ccc(N=Nc2cc(C)c(O)c(CN3CCCCC3)c2)cc1 | -0.2% | -1.1% | -4.3% | 6% | i | 53 | 5% | 21% | -1% | 1.8 | 30
CC(C)[C@H](NC(=O)N1c2ccccc2NC(=O)[C@@H]1C(C)C)C(=O)N[C@H](C(=O)O)c1ccccc1 | -0.1% | -0.3% | 12% | -1% | i | 44 | 1% | -16%[20 µM] | -8% | 2.4 | 70

Exported with two lines to a compound: entries from further up
Order of results: GPR55 beta-arrestin | West Nile virus CPE | KOR beta-arrestin-1 | GPR35 antagonists | T cell HTS | T cell HTS vesicle-bound % | GPR55 antagonists | KOR beta-arrestin-2 | PhoP inhibition | NTR1 agonist | NTR1 agonist cell count 20 µM
- CCCCOC(=O)Sc1nc2ccccc2o1
    0.2% | 0.3% | -3.2% | -6% | i | 40 | 0% | 2% | -10% | 2.9 | 85
- O=C(CCc1nnc(CCCCc2ccccc2)o1)NC1CCCC1
    -0.1% | 0.4% | / | 10% | i | 65 | 7% | -18%[20 µM] | -7% | 0.9 | 47
- Nc1c2c(nc3c1CCC3)CCCC2
    -0.5% | 0.2% | -3.5% | -7% | i | 28 | 3% | 14% | -13%&3% | 0.8 | 65
- COc1cc(C(=O)Oc2ccccc2N)cc(OC)c1OC
    -0.1% | 0.6% | -3.4% | -3% | i | 55 | -3% | 14% | 6% | 1.6 | 49

New compounds follow.
SMILES | GPR55 beta-arrestin | West Nile virus CPE | KOR beta-arrestin-1 | GPR35 antagonists | T cell HTS | T cell HTS vesicle-bound % | GPR55 antagonists | KOR beta-arrestin-2 | PhoP inhibition | NTR1 agonist | NTR1 agonist cell count 20 µM
CC(C)CCOP(=O)(c1ccccc1)c1ccccc1 | -0.4% | -1.3% | -3.8% | -8% | i | 50 | -8% | -6% | 11% | 2.2 | 69
O=C(c1ccco1)N1CCN(C2CCCC2)CC1 | 0.1% | / | -3.4% | 1% | i | 28 | 19% | -10% | 2% | -0.6 | 69
N#CC1(Nc2cccc(Br)c2)C(=O)Nc2ccccc21 (centres undefined) | 0.8% | -0.7% | 5.3% | 10% | i | 12 | -6% | -43% | 1% | 5.3 | 57
O=C1CC(NC(=O)C(F)(F)F)c2cc3c(cc21)OCO3 (centres undefined) | 1.0% | 0.5% | 5.7% | -8% | i | 20 | -4% | -12% | 2% | 0.0 | 60
c1ccc(CSc2nnc3ccc(-c4ccncc4)nn23)cc1 | 0.5% | ? | -1.3% | 2% | i | 34 | 0% | 25% | 7% | 1.1 | 53
CCOC(=O)C1CCN(C/C=C/c2ccccc2[N+](=O)[O-])CC1 | 0.3% | 0.4% | 7.3% | 3% | i | 55 | 6% | -15%[20 µM] | -1% | -0.1 | 58
O=C(Nc1ccc(F)cc1)C1(S(=O)(=O)c2ccc(Cl)cc2)CC1 | -0.2% | -0.9% | -3.0% | -4% | i | 22 | 0% | 15% | 4% | -1.3 | 44
CCCCN1C(=O)C2ON(c3ccccc3C)C(c3ccco3)C2C1=O (centres undefined) | -0.1% | -0.1% | -0.4% | 3% | i | 68 | 4% | 24% | 3% | 8.4 | 62
Cc1ccc(CNC(=O)c2ccc3nc4[nH]c5ccccc5c4nc3c2)cc1 | 0.2% | -0.2% | -3.7% | -4% | / | / | -4% | -4% | -15% | / | /
Nc1nc(CSCCO)nc(Nc2ccc(F)cc2)n1 | -0.3% | 0.1% | -2.2% | -3% | i | 30 | -7% | 8% | -2% | -0.4 | 83
CC(O)CNc1nc2ccccc2n1-c1ncnc2sc3c(c12)CCC3 (centres undefined) | -0.1% | 0.7% | -1.5% | -1% | i | 25 | 11% | -16% | 19% | -0.5 | 83
CCOc1ccc2oc(=O)cc(C)c2c1 | -0.1% | 0.1% | 5.5% | 6% | i | 51 | 8% | -34% | 26% | 0.9 | 59
COc1ccc(NC(=O)C2=CC(c3cccs3)=NS(=O)(=O)N2C)cc1 | 1.0% | -0.5% | -3.0% | -1% | i | 19 | -11% | 12%[20 µM] | / | 6.2 | 64
O=C(O)c1ccc2c(c1)C(=O)N(C(Cc1ccc(O)cc1)C(=O)O)C2=O (centres undefined) | 0.2% | 0.8% | 21% | 2% | i | 50 | 5% | -20% | -2% | -0.2 | 75
COc1ccccc1N1CCN(C(=O)CN2C(=O)c3ccccc3C2=O)CC1 | 0.2% | 0.4% | 0.9% | 12% | i | 17 | 5% | 15% | -3% | -0.3 | 61
Cc1ccc(-n2nnnc2SCC(=O)N2CC(=O)Nc3ccccc32)cc1 | 0.2% | 0.2% | / | 9% | i | 36 | 17% | -18% | -4% | 5.2 | 48
O=C(NC1CCCCC1)N1CCC(c2nc3ccccc3[nH]2)CC1 | -0.2% | 1.1% | 1.0% | -5% | i | 48 | -2% | 18% | -3% | 2.8 | 62
CCOC(=O)c1c(NC(=O)C2c3ccccc3Oc3ccccc32)sc(C(N)=O)c1C | 0.6% | / | 2.2% | 16% | i | 45 | 8% | -45% | 1% | 15 | 55
O=C(c1cnc2n(c1=O)CCS2)N1CCCc2ccccc21 | 0.1% | -0.1% | 10% | 4% | i | 42 | -2% | 19% | 20% | 0.5 | 71
CCCCC(CCC(=O)O)(C(=O)OCC)c1csc(N)n1 (centres undefined) | 0.2% | 0.2% | -3.7% | 7% | i | 24 | -4% | 20% | -7% | 1.5 | 42
COc1ccccc1NC(=O)COC(=O)C1C2CC3OC(=O)C1C3C2 (centres undefined) | -0.1% | -0.1% | 1.1% | 11% | i | 64 | 1% | -14% | -6% | 2.6 | 48
Cc1cc(C(=O)N/N=C/c2ccc(-c3cccc(Cl)c3Cl)o2)n[nH]1 | -0.3% | -0.1% | 7.5% | -13% | i | 27 | -8% | -42% | -9% | 13 | 45
C[C@H]1CN=C2N(CCNC(=O)CCC3CCCCC3)[C@H](Cc3ccc(O)cc3)CN21 | -0.1% | 0.0% | 6.9% | -8% | i | 18 | 14% | 0% | -4% | 0.1 | 91
CCOC(=O)C(=O)CC(=O)c1ccc2c(c1)OCCO2 | 0.2% | 2.1% | -6.1% | 6% | i | 52 | 3% | -34%[20 µM] | -8% | -0.1 | 77
CCOc1cc(/C=C/c2cc(C(=O)O)c3ccccc3n2)ccc1O | 0.2% | 0.6% | 6.3% | 1% | i | 17 | 12% | 4% | 8% | 0.9 | 56
COc1ccc(C2C(C(C)=O)=C(O)C(=O)N2c2ccc(Br)cc2)cc1 (centres undefined) | -0.1% | -0.7% | 1.1% | 1% | i | 49 | -8% | -15% | -8% | 0.0 | 68
CC1(C)CC(=O)C2=C(C1)NCN(Cc1ccc3c(c1)OCO3)C2 | -0.4% | 0.2% | -3.6% | -5% | i | 32 | 18% | -9% | 3% | 1.7 | 41
COc1cccc2cc(C(=O)NCCc3ccccc3)c(=O)oc12 | -0.1% | -0.2% | 3.1% | -27% | i | 30 | 10% | -30% | 1% | 1.4 | 57
Cc1ccccc1CN(c1ccc(C(=O)Nc2ccccc2C(=O)N2CCCC2)cc1)S(C)(=O)=O | -0.1% | -0.7% | 0.2% | -4% | i | 42 | -4% | 18% | -4% | -0.2 | 86
O=c1[nH]c(/C=C/c2cccc3ccccc23)nc2ccccc12 | 0.2% | -0.5% | -7.1% | 9% | i | 25 | 17% | -32%[20 µM] | 5% | 7.8 | 33

High-throughput results (PubChem BioAssay)
